ARNT-TACC3 inh: disruptors of human ARNT/TACC3 interaction; AID 623870; Q9Y6A5; 390,000 tested, 0.66% active; AlphaScreen His-ARNT PAS-B/GST-TACC3 binding, luminescence; TACC3 fragment carries E629A point mutation; inhibition, % at 9.99 µM;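 active = mean inhibition of replicates at least 50% and at least half of replicates each reaching 50%; inconclusive = half or more replicates reach 50% but mean below 50%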;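 note: 0% = complete ARNT plus TACC3 wells and 100% = ARNT alone without TACC3; many hits fall short of the cut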
Statin myotox sup: protects C2C12 myotubes from simvastatin toxicity; rescue of ATP level, % at 7.49 µM; 330,000 tested, 0.78% active; ATP luminescence, 48 h; scaled: DMSO 0, geranylgeraniol control 100;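 active = mean ATP rescue above about 67%, or every replicate alone reaching that limit, limit read from the data, passing the limit was not always enough; inconclusive = no clear call, values can overlap the other calls; inactive = mean under the limit and some replicate under it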;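 note: myotubes were challenged with 10 µM simvastatin during compound exposure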
INS-1E GSIS act: GLuc luminescence reporter in INS-1E cells, primary screen for activators of glucose-dependent secretion of insulin; activation, % at 16.6 µM; INS-1E GLuc reporter insulin secretion, 2-3 h; 370,000 tested, 0.61% active; AID 743287;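 active = lowest replicate activation of at least 40%, so every replicate reaches that level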;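 note: 0% = median of neutral control wells and 100% = median of IBMX positive control wells; some compounds called inactive have numbers as strong as hits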
LGR2 inh: inhibitors of bursicon-induced Drosophila LGR2 receptor cAMP signaling | HEK293 LGR2, CRE-luciferase, bursicon-stimulated, 4 h | inhibition, % at 9.99 µM | 380,000 tested, 0.35% active;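 active = drop in luminescence signal, shown as inhibition above about 50% in the replicate tests, limit read from the data, passing the limit was not always enough; inconclusive = probably only some replicates passing the limit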;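 note: agonist challenge used bursicon conditioned medium at about half maximal strength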
PAX8 reporter: inhibitors of PAX8 transcriptional activity in RMG-I cells. inhibition, % at 12.6 µM. AID 652154. 360,000 tested, 1.2% active. RMG-I TPO-luciferase reporter, SteadyGlo, 24 h;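 active = mean replicate inhibition at least 60% with every replicate also reaching 60%; inconclusive = only one of the two criteria is met; inactive = mean below 60% and not all replicates reaching 60%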;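 note: luciferase light reporting Pax8 driven TPO promoter activity; plate controls were median of neutral control wells for no effect and mitoxantrone controls for full effect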
PGC1a acetyl inh: modulators of PGC1a acetylation; 350,000 tested, 0.17% active; U2OS PGC1a acetylation, AlphaScreen anti-acetyl-lysine; with virally co-expressed GCN5 acetyltransferase; inhibition, % at 15.6 µM;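 active = every replicate shows inhibition of at least 40%; inconclusive = mean inhibition at least 40% but some replicate below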;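 note: 0% = neutral control wells and 100% = positive control wells; some results beyond the cut were filed as inactive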
Cneo AK release: causes C. neoformans cell lysis. adenylate kinase release luminescence, 4 h; normalised: neutral wells 0, clomiphene wells 100. lysis activity, % at 15 µM. 360,000 tested, 0.2% active;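 active = mean lysis activity across replicates of at least 80%, whatever share of replicates individually reach that level; inactive = mean lysis activity below 80%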
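Test system: log-phase Cryptococcus neoformans yeast cells; Quantity: yeast cell density of 5 × 10^6 cells/mL; Buffer or medium: YPD; Doses: single compound concentration per well; Timing: 4 h at 37 °C static, read 1 h later; Measured by: AK luminescence; Read-out basis: lysis from increased AK signal; Control set: Clomiphene as positive control.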
PglD inh: PglD (C. jejuni) enzyme inhibition. purified PglD enzyme, DTNB colorimetric CoA detection. inhibition, % at 12.5 µM. 360,000 tested, 0.098% active; in the data active = inhibition above about 16%, passing the limit was not always enough; inconclusive = no clear call, values can overlap the other calls; note: strong numbers were not always called active
Starred values were filed as active, the others as inactive; ? = inconclusive; . = not tested or not shown. No enrichment for hits; about 2.9% have a hit in one of these screens.

SMILES	ARNT-TACC3 inh	Statin myotox sup	INS-1E GSIS act	LGR2 inh	PAX8 reporter	PGC1a acetyl inh	Cneo AK release	PglD inh
COC(=O)CNC(=O)c1nn(-c2cccc(OC)c2)c(=O)c2ccccc12	-4	.	.	.	.	5	0	6
COc1cc(Cl)c(CNC[C@H]2O[C@@H](n3cnc4c(=O)[nH]c(N)nc43)[C@H](O)[C@@H]2O)c(Cl)c1O	.	-3	.	14	6	11	0	1
Cc1cccc(C(C)C)c1NC(=O)C(C)OC(=O)Cn1cnc2c1c(=O)n(C)c(=O)n2C (stereo unspecified)	-5	22	9	7	-25	.	2	-5
Cc1csc(NC(=O)c2cc3c(s2)-c2ccccc2OC3)n1	-10	-22	-6	-88	-85	8	0	-1
Cc1cc2nc(C)c3c(n2n1)CCC3	-2	.	13	8	7	2	.	.
Cc1cc(=O)cc(C)n1-c1ccc(Br)cc1	-41	.	13	-46	1	2	.	.
O=C(Cc1cccnc1)N1[C@@H](CO)[C@H](c2ccccc2)[C@@H]1CNCC1CCC1	4	1	0	10	3	0	3	-2
c1ccc(C[C@H]2CN=C(Nc3ccccc3)N2CCC2CCCC2)cc1	0	-5	.	.	-14	-8	0	-1
CO[C@H]1CN(C)C(=O)c2ccc(NC(=O)c3cccc(Oc4ccccc4)c3)cc2OC[C@@H](C)NC[C@H]1C	-6	34	5	22	2	-28	52	5
COCCN1CC(=O)N(c2cccc(C)c2C)C(c2ccc(Cl)cc2)C1=O (stereo unspecified)	11	4	.	.	3	2	-2	-3
O=C(CNC(=O)c1ccc(=O)[nH]c1)Nc1ccc(F)c(F)c1	16	-5	6	5	1	.	0	3
Cc1noc(C)c1NC(=O)Nc1ccc2c(c1)C(=O)N([C@@H](C)CO)C[C@H](C)[C@@H](CN(C)Cc1ccc3c(c1)OCO3)OCCCC[C@H](C)O2	-2	.	9	9	-6	5	0	1
CCCCN(C)CCNC(=O)c1c[nH]c2ccc(S(=O)(=O)N(CC)CC)cc2c1=O	1	1	.	.	.	-4	1	-4
CC1(C)CC(NC(=O)c2ccc(Cl)c(S(=O)(=O)N(Cc3ccccc3)c3ccccc3)c2)CC(C)(C)N1	.	-24	1	?	44	0	3	-8
CCCNC(=O)CN1C(=O)NC(c2ccccc2)(c2ccccc2)C1=O	10	10	-8	-11	-5	-5	3	4
CCOc1ccccc1CN1CCNC(=O)C1CC(=O)N(C)Cc1nonc1C (stereo unspecified)	.	-1	0	-10	-20	.	0	1
COc1cc(C(=O)Nc2ccc(C)c(S(=O)(=O)N(C)C)c2)ccc1OCC(=O)N1CCOCC1	-1	-4	15	0	-18	.	-3	1
Cc1cccc(NS(=O)(=O)c2ccccc2)n1	4	7	4	-1	.	.	2	-3
C[C@@H]1CCCCO[C@H](CN(C)S(=O)(=O)c2ccccc2)[C@@H](C)CN([C@H](C)CO)C(=O)c2cc(NS(=O)(=O)c3ccccc3)ccc2O1	-7	.	10	-7	-7	3	-2	2
CSc1nncn1/N=C/c1ccc2c(c1)OCO2	2	106*	.	.	.	17	1	5
CC=Cc1ccc2n(c1=O)C[C@@H]1[C@@H](CO)[C@H](C(=O)NC3CCCC3)N(Cc3cccnc3)[C@H]21 (mixture of isomers)	-4	8	13	-21	-3	.	1	2
c1ccc2c(c1)nnn2-c1ncnc2sc3c(c12)CCCC3	-45	-46	30	.	.	15	-8	2
CCC1(C)NC(=O)N(CC(=O)NCC(=O)Nc2c(C)cc(C)cc2C)C1=O (stereo unspecified)	-4	3	8	4	2	8	0	-2
COc1ccc(NC(=O)N2C[C@@H](O)COC[C@@H]3O[C@H](CC(=O)N4CCCCC4)CC[C@H]32)cc1	1	9	-9	-5	-14	-7	-4	0
Cc1ccc(-n2c(C)cc3c2CCCC3=O)cc1	-1	14	.	.	.	1	6	0
C[C@@H]1CN([C@H](C)CO)C(=O)c2c(c3ccccc3n2C)-c2ccccc2CO[C@@H]1CN(C)C(=O)c1ccc(F)cc1	-2	11	-24	12	.	-78	-1	2
O=C(Nc1ccc(Cl)cc1C(=O)NCCN1CCOCC1)c1ccco1	-7	1	.	.	.	-12	2	4
CCOC(=O)c1cc(C#N)c(N2CCN(c3ccc(OC)cc3)CC2)[nH]c1=O	7	0	3	27	-7	.	0	-3
CCCn1c(C)cc(/C=C(\C#N)C(=O)OCC(=O)Nc2cc(OC)c(OC)c(OC)c2)c1C	7	-10	-18	-34	-84	-9	-4	3
CC(C)Cn1c(=O)c(CCC(=O)Nc2ccc(N3CCOCC3)cc2)nc2cc(Cl)ccc21	5	13	-8	-2	1	26	0	-2
COc1ccc(S(=O)(=O)NCc2cccnc2)cc1C(=O)Nc1ccccc1	24	.	12	6	-1	-9	0	0
Brc1c(C[n+]2ccccc2)nc2ccccn12	-6	.	.	.	-25	-2	2	-2
C[C@@H]1CN([C@H](C)CO)C(=O)Cc2cc(NC(=O)C3CCCCC3)ccc2O[C@H]1CN(C)Cc1ccc(-c2ccccc2)cc1	-11	99*	2	5	-6	-6	1	0
CSc1nc(N)nc2c1ncn2C1OC(CO)C(O)C1O (stereo unspecified)	-8	-2	15	9	11	-2	1	-1
C=CCc1cc(Cl)ccc1OCCOCCN(C)C	-11	.	25	1	-12	-6	3	-2
CCC(=O)N1CC2(C1)[C@@H](c1ccc(-c3ccc(F)cc3)cc1)[C@H](CO)N2C(=O)CC	.	.	1	-4	5	-3	.	.
CCCCN1C(=O)C(CC(=O)NCCN2CCOCC2)CC(C(=O)N(CC)CC)=C1C (stereo unspecified)	.	-2	8	-9	3	15	0	-9
O=C(c1ccco1)N1CCN(C(=O)c2cc3sccc3n2Cc2ccccc2)CC1	8	.	.	.	.	-12	1	-1
CCOC(=O)C1CCN(Cc2ccc(C(=O)OC)cc2)CC1	-4	-30	-3	-2	.	-1	-1	-2
COC(=O)[C@@H](NS(=O)(=O)c1cc(Br)ccc1Br)C(C)C	.	3	-11	4	-26	5	-3	-1
CCOC(=O)c1ccc(NC(=O)c2ccc[n+]([O-])c2)cc1	-1	-9	0	-12	0	9	-1	-3
CCN(C(C)=O)c1nc(CSc2nnc(NC(C)C)s2)cs1	0	-1	.	.	8	-6	2	-1
CCOc1ccc(C(=O)N2CCN(c3ccccn3)CC2)cc1	-4	6	-9	8	5	-8	0	2
C#CCNc1ccc(C(=O)OCC)cc1	-10	-2	56	-9	-7	2	0	-4
CC(C)(C)c1ccc(C(=O)N2CCC(C(=O)c3ccccc3)CC2)cc1	.	-17	-49	8	22	.	-1	-6
CCOc1ccc(C(=O)OCC(=O)N2CCOCC2)cc1OCC	2	-40	13	31	-3	-5	0	3
CCOC(=O)Cn1nnnc1CN(Cc1cccs1)Cc1cc2cc(C)cc(C)c2[nH]c1=O	-11	-3	.	.	24	9	1	-5
Cc1ccc(C)c(N=Cc2cc3c(cc2[N+](=O)[O-])OCO3)c1	-5	.	14	0	12	-12	.	.
CCOc1ccccc1CN1CCN(Cc2nc3ccccc3s2)CC1CCO (stereo unspecified)	21	-6	-9	-2	11	.	0	-3
O=C(c1ccc(OC2CCN(Cc3ccc(F)cc3)CC2)cc1)N1CCCC1	.	8	14	5	-5	-3	-1	-4

Carrying on:
SMILES	ARNT-TACC3 inh	Statin myotox sup	INS-1E GSIS act	LGR2 inh	PAX8 reporter	PGC1a acetyl inh	Cneo AK release	PglD inh
Cc1nc2ccccc2c(C)c1C(=O)c1ccccc1	-15	.	4	.	8	5	.	.
C[C@@H]1CCCCO[C@@H](CN(C)C(=O)C2CCCCC2)[C@H](C)CN([C@@H](C)CO)C(=O)c2cc(NC(=O)CCCCCC(=O)Nc3ccccc3N)ccc2O1	2	.	-6	4	17	-2	1	2
C=CCN1C=CC(=O)[C@@H](OC(=O)Nc2ccc(Br)cc2)[C@H]1c1ccccc1Br	-14	8	-25	32	9	-12	-1	2
COc1ccc(-c2nnc(NC(=O)C3=COCCO3)o2)cc1	46*	6	14	-4	0	.	.	.
COC(=O)Cc1cc(=O)n2[nH]c(SC)nc2n1	-24	-5	.	.	-4	-6	1	3
C[C@@H]1CCCCO[C@@H](CN(C)S(=O)(=O)c2cn(C)cn2)[C@H](C)CN([C@H](C)CO)C(=O)c2cc(NS(=O)(=O)c3cn(C)cn3)ccc2O1	-12	.	21	-5	18	-10	5	0
COc1ccc(NC(=O)C(=O)NNC(=O)COc2ccc(OC)cc2)cc1	6	22	16	-17	-14	-16	-1	-3
CC1CCCCC1NC(=O)C1CCC(CNS(=O)(=O)c2cccc3cccnc23)CC1 (stereo unspecified)	-3	-32	-10	12	11	.	4	-5
Cc1cc(C)nc(NC(=S)NC(=O)c2ccccc2F)n1	.	.	-2	-39	-15	-3	0	-8
O=C(NC1CCCC1)C(c1ccncc1)N(C(=O)c1csnn1)c1ccccc1F (stereo unspecified)	.	1	-4	-6	6	-6	-1	1
O=C(Cn1cccc1C(=O)c1ccccc1)NCc1ccc(Cl)cc1	-5	.	12	28	-1	-1	.	.
C[C@H](CO)N1C[C@H](C)[C@@H](CN(C)C(=O)NC2CCCC2)Oc2cc(-c3cccnc3)ccc2S1(=O)=O	3	-8	-5	5	-22	8	3	-1
Cc1ccc(C(=O)OCC(=O)NC2CCCC2)cc1	0	6	0	-20	5	-16	1	2
O=C(Oc1cccc2c(=O)[nH]ccc12)c1ccccc1	-6	27	.	.	.	-2	7	2
COc1cccc(C(NC(C)=O)c2nc(-c3cccc(C(=O)O)c3)cs2)c1 (stereo unspecified)	.	-4	.	-113	48	16	0	-1
O=C1C(c2ccnc3ccccc23)=C(O)c2ccccc21	-4	-5	.	.	.	8	-10	-3
Cc1ccsc1C(=O)Nc1nnc(-c2ccco2)o1	54*	-2	.	.	.	9	3	1
CCCN(C)C[C@H]1Oc2cc(-c3ccccc3F)ccc2S(=O)(=O)N([C@H](C)CO)C[C@H]1C	-3	-23	-7	7	.	-15	7	1
COc1ccc(-c2nc(-c3ccccc3)c(-c3cccs3)[nH]2)cc1OC	2	-2	.	.	.	.	-24	5
COc1ccc(/C=C/C(=O)O)cc1S(=O)(=O)N1CCC(C)CC1	1	.	27	3	13	6	.	.
Cc1c(C(=O)NCCC2=CCCCC2)oc2ccc(S(=O)(=O)N3CCOCC3)cc12	3	-11	.	.	11	-34	2	0
O=C(c1cc2cc(Br)cc(Br)c2oc1=O)N1CCCC1	-6	7	.	.	4	2	1	-7
O=C(CNS(=O)(=O)c1c(F)cc(F)cc1Br)OCC(=O)N1CCCC1=O	-2	11	-1	11	-4	1	0	-2
C[C@@H]1CCCCO[C@H](CN(C)Cc2ccncc2)[C@H](C)CN([C@H](C)CO)C(=O)c2cc(NS(=O)(=O)c3ccc(Cl)cc3)ccc2O1	3	-9	-26	33	-3	-5	-1	-4
CCOC(=O)c1c(C)[nH]c(C(=O)CSc2ccccc2)c1C	0	-8	.	.	.	1	-3	0

Full records, looked up by structure. Values in the order: ARNT-TACC3 inh | Statin myotox sup | INS-1E GSIS act | LGR2 inh | PAX8 reporter | PGC1a acetyl inh | Cneo AK release | PglD inh
C[C@@H]1CCCCO[C@H](CN(C)Cc2ccncc2)[C@H](C)CN([C@H](C)CO)C(=O)c2cc(NS(=O)(=O)c3ccc(Cl)cc3)ccc2O1 is entered as 3 | -9 | -26 | 33 | -3 | -5 | -1 | -4
O=C(CNS(=O)(=O)c1c(F)cc(F)cc1Br)OCC(=O)N1CCCC1=O is entered as -2 | 11 | -1 | 11 | -4 | 1 | 0 | -2
CCOC(=O)c1c(C)[nH]c(C(=O)CSc2ccccc2)c1C is entered as 0 | -8 | . | . | . | 1 | -3 | 0
